Integrin act MD – qHTS for Activators of Integrin-Mediated Alleviation for Muscular Dystrophy. alpha7betagal myoblasts, beta-gal FDG fluorescence, 48 h. Potency, µM (doses to about 38.3 µM), without a hit: at the highest dose activation, most hits filed as activators. 0.064% of 350,000 active;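 also: potency is read from the fitted curve at half-maximal effect; 100% = response of the positive control SU9516; nearly all actives have a fitted effect of over 60% in size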
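Alpha7betagal+/- myoblasts (passage 13) were plated 16-24 hr, then exposed to compounds (1:260 dilution of DMSO stock) for 48 hours at 37C. After MPER lysis, β-galactosidase reporter activity was read as FDG fluorescence (ex 480/em 540) after 30 minutes.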
S-ASM inh – Inhibitors of Secretory Acid Sphingomyelinase (S-ASM): qHTS; Potency, µM (highest dose often 57.5 µM), for the others: at the top dose activity change, negative = inhibition, actives largely listed as inhibitors; placental ASM, HMU-PC fluorogenic substrate, 60 min; 0.006% of 340,000 active; Sphingomyelin phosphodiesterase (Homo sapiens), P17405; also: potency is read from the fitted curve at half-maximal effect
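qHTS format. ASM enzyme prepared from human placenta hydrolyses the fluorogenic substrate HMU-PC0 (9 uM final) over 60 min at 37 °C after a 10 min compound preincubation.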
Coupling enz – qHTS Assay for Inhibitors of Fructose-1,6-bisphosphate Aldolase from Giardia Lamblia: Coupling assay counterscreen; 0.67% of 290,000 active; coupling enzyme system counterscreen, AmpLite Red fluorescence; activity change, negative = inhibition, % at 58.2 µM, hits read low; in the data active = activity change below about -30%; also: % is scaled to controls: 0 for no effect and ±100 for the full control effect
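Counterscreen of the coupled detection system alone, without aldolase: glyceraldehyde-3-phosphate coupling enzymes plus AmpLite Red readout. Compounds at 57.5 uM final, 10 min RT preincubation, 20 min RT reaction, fluorescence 525/598 nm.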
Giardia kill – Small Molecules that selectively kill Giardia lamblia: qHTS | activity change, % at 7.66 µM, hits read low | Giardia lamblia trophozoite viability | 0.15% of 340,000 active; in the data active = activity change below about -80%; inconclusive = between about -30% and that limit;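 also: parasites exposed to compound for two days anaerobically before the ATP read; % is scaled to controls: 0 for no effect and ±100 for the full control effect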
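Luminescence from cellular ATP indicates surviving trophozoites (100 cells/well) following 48 hrs anaerobic compound treatment at 37 deg C; signal develops 15-30 min at room temperature.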
Tb PFK block – qHTS Assay to Find Inhibitors of T. brucei phosphofructokinase; T. brucei PFK, ADP-Glo luminescence; Potency, µM (doses to about 57.5 µM), for inactives: at the top dose activity, negative = inhibition, most hits filed as inhibitors; ATP-dependent 6-phosphofructokinase (Trypanosoma brucei brucei), O15648; 0.17% of 330,000 active;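 also: potency is read from the fitted curve at half-maximal effect; 0% = uninhibited 1x PFK enzyme wells and -100% = no-enzyme wells; nearly all actives have a fitted effect of over 60% in size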
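In TEA buffer at pH 8.0 with 5 mM MgCl2, enzyme (1.25 nM) converted F6P (0.5 mM) and ATP (0.1 mM) for 45 min at room temperature. ADP product was read by luciferase luminescence.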
PKM2 act – qHTS Assay for Activators of Human Muscle isoform 2 Pyruvate Kinase; purified PKM2, Kinase-Glo ATP luminescence, activation; response scale: 0% is enzyme alone, no compound; Potency, µM (doses to about 57.5 µM), without a hit: at the top dose activation, actives largely listed as activators; 0.34% of 260,000 active; also: potency is read from the fitted curve at half-maximal effect; % is scaled to controls: 0 for no effect and ±100 for the full control effect; nearly all actives have a fitted effect of over 55% in size
Target sequence (P14618 whole entry, looked up, canonical isoform): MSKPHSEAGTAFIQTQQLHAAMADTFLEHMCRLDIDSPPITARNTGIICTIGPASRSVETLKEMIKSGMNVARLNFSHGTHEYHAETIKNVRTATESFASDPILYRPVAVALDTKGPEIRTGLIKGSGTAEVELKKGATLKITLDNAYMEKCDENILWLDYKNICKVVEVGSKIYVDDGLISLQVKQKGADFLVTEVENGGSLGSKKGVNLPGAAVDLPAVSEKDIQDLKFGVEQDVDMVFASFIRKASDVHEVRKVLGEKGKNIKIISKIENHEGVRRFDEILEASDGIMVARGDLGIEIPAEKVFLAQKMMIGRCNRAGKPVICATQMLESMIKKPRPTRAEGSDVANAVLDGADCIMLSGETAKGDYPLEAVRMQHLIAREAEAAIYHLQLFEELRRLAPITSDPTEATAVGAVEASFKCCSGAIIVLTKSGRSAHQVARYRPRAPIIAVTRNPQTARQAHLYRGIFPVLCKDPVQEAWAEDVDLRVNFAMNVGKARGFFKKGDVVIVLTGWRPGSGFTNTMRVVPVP
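Purified hPK-M2 (>95%) run at intermediate activity with 0.1 mM ADP and 0.5 mM PEP in 50 mM imidazole pH 7.2, KCl, MgCl2; 1 h room temperature. ATP formed read by Kinase-Glo luminescence; normalized to uninhibited and no-enzyme controls.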
B2AR arrestin – qHTS assay of beta-arrestin-biased ligands of beta2-adrenergic receptor; Beta-2 adrenergic receptor (Homo sapiens), P07550; beta-arrestin recruitment to beta2AR, cell-based reporter; Potency, µM (titrated, usually from 46.1 µM), inactives show at the top dose activation, usual class: activators; 0.02% of 330,000 active; AID 492947, 2010;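 also: potency is read from the fitted curve at half-maximal effect; 0% = DMSO controls and full agonism = EC100 isoproterenol or metaproterenol; nearly all actives have a fitted effect of over 65% in size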
PTAP TSG101 blk – qHTS Assay for Iinhibitors of HIV-1 Budding by Blocking the Interaction of PTAP/TSG101. Tumor susceptibility gene 101 protein (Homo sapiens), Q99816. Fluorescence polarization, FITC-PTAP peptide / Tsg101 binding. Potency, µM (doses to about 115 µM), for the others: top-dose activity change, negative = inhibition, most hits filed as inhibitors. 340,000 tested, under 10 active; active = well fitted inhibition curve with a large enough effect in the main read-out, with a control signal flat, not every such curve was filed as active; inconclusive = small, poorly fitted or top-dose-only effect, or effect the other way, or a change in a side signal; inactive = no such curve, though single readings can be large or run the other way; also: potency is read from the fitted curve at half-maximal effect; % of control where 0% means no effect
Target sequence (Q99816 whole entry, looked up): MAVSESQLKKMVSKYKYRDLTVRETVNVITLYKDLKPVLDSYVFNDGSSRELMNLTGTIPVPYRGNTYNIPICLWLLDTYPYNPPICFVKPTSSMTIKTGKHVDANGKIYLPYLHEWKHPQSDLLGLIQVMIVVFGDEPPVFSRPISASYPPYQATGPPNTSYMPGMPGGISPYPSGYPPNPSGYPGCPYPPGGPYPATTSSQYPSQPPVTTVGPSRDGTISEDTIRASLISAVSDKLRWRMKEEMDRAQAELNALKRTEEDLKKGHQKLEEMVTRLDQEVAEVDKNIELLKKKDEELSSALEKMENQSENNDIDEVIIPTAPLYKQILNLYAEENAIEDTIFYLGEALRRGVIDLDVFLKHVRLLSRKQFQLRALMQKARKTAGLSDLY
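FP read-out: FITC-PTAP peptide, 50 nM final, binding Tsg101 binding domain, 10 uM final; 20 min, r.t.; 10 mM HEPES pH 7.5, 0.15 M NaCl, 0.01% Tween 20, 3 mM EDTA, 0.1 mM TCEP.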
Menin MLL FP TR – qHTS Assay for Inhibitors Targeting the Menin-MLL Interaction in MLL Related Leukemias: Competition With Texas Red Labeled MLL-derived Mutant Peptide. Potency, µM (titrated, usually from 61.6 µM), for inactives: at the top dose FP activity change, negative = inhibition, actives largely listed as inhibitors. 0.23% of 270,000 active. Menin + Texas Red MLL mutant peptide, fluorescence polarization. O00255; active = well fitted inhibition curve with a large enough effect in the polarisation, with a control signal flat, not every such curve was filed as active; inconclusive = small, poorly fitted or top-dose-only effect, or effect the other way, or a change in a side signal; inactive = no such curve, though single readings can be large or run the other way; the % refers to the polarisation; also: potency is read from the fitted curve at half-maximal effect; % of control where 0% means no effect; many of its hits are not listed in these tables
Chronic BCR inh – qHTS Assay to Find Inhibitors of Chronic Active B-Cell Receptor Signaling. ABC-DLBCL IkBa-CBG/CBR reporter, luminescence ratio, 4 h. Potency, µM (series often up to 46.1 µM), for the others: at the top dose ratio change, negative = lower green/red ratio, hits mostly inhibitors. 0.05% of 340,000 active. AID 493014, 2011; active = well fitted inhibition curve with a large enough effect in the signal ratio, with a control signal flat, not every such curve was filed as active; inconclusive = small, poorly fitted or top-dose-only effect, or effect the other way, or a change in a side signal; the % refers to the signal ratio;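 also: potency is read from the fitted curve at half-maximal effect; plate controls were basal doxycycline-induced cells for no effect and cells given 10 µM MG132 for full effect; MG132 reads +100%, hits lower the ratio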
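Compounds up to 46 uM were incubated four hours with TMD8 cells whose green CBG68 luciferase is fused to IkappaBalpha; red CBR luminescence normalised the signal, and concentration-effect curves were fitted to fusion, red and ratio data.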
GALK inhibitor – qHTS Assay for Inhibitors of Human Galactokinase (GALK). P51570. Purified GALK, Kinase-Glo residual ATP luminescence. Potency, µM (highest dose often 57.5 µM), without a hit: top-dose activity change, negative = inhibition, most hits filed as inhibitors. 0.007% of 270,000 active. AID 1868, 2009; also: potency is read from the fitted curve at half-maximal effect; % is scaled to controls: 0 for no effect and ±100 for the full control effect
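Galactose (100 uM) and ATP (35 uM) were turned over by 5 nM GALK for 1 h at RT. Kinase-Glo Plus then converted the remaining ATP into a luminescent signal.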
An asterisk follows results filed as active; ? = inconclusive; . = not tested or not shown; [ ] = another dose, or the depositor's remark. Unless noted, calls follow the shape of the dose curve; as a rule, active = well fitted curve in the direction sought with a large enough effect; inconclusive = small, poorly fitted or top-dose-only effect, or another doubt; inactive = no such curve, though single readings can be large; an effect the other way counts as inactive or inconclusive. The list is partial; rates above refer to the full screens.

SMILES | Integrin act MD | S-ASM inh | Coupling enz | Giardia kill | Tb PFK block | PKM2 act | B2AR arrestin | PTAP TSG101 blk | Menin MLL FP TR | Chronic BCR inh | GALK inhibitor
Cc1cc(C)c(C(=O)COC(=O)c2ccc([N+](=O)[O-])o2)cc1C | 9% | -4% | -17 | 9 | 1% | 0% | 0.0% | -7% | ? | 1% | -1%
Cc1c(Cc2ccccc2)c(=O)oc2c(C)c(OC(C)C(=O)N[C@@H](Cc3ccccc3)C(=O)O)ccc12 (stereo partly drawn) | -16% | 14% | 9 | 17 | 8% | -1% | -1.0% | -1% | 9% | 9% | .
CCCNS(=O)(=O)c1ccc(OCC(=O)N(C)Cc2ccccc2)cc1 | -13% | -3% | 4 | -20 | -7% | -2% | 0.3% | -3% | . | 0% | -2%
CC(C)CN(C(=O)CN(C)CC(=O)Nc1ccccc1C#N)c1c(N)n(CC(C)C)c(=O)[nH]c1=O | -7% | 1% | . | 14 | -11% | . | -1.1% | 0% | . | -4% | .
COC(=O)CN(c1ccccn1)S(=O)(=O)c1ccccc1 | 11% | 4% | . | -11 | -1% | -8% | -0.1% | -1% | -24% | -2% | 0%
Cc1cccc(-c2ocnc2C(=O)Nc2ccccc2C(=O)N2CCCC2)c1 | -18% | 0% | 1 | 7 | 2% | 10% | 0.1% | -4% | 6% | ? | 9%
COc1ccccc1CNC(=O)COC(=O)c1cc(=O)c2ccccc2o1 | 9% | 2% | . | 2 | 0% | . | -0.7% | -1% | . | 0% | .
O=C(CCc1nnc(CCCc2ccccc2)o1)NCCN1CCOC1=O | 9% | 3% | -1 | 1 | 0% | -3% | -0.3% | 0% | -15% | ? | 0%
COc1ccc(C2(C)NC(=O)NC2=O)cc1OC (stereo not drawn) | -25% | 4% | 4 | 16 | -3% | -4% | -0.1% | -4% | -9% | ? | 8%
COC(=O)n1ccc(C(=O)Nc2ccccc2F)n1 | 5% | 7% | -3 | 9 | 0% | -8% | 0.3% | -11% | -5% | ? | -2%
COc1ccc(C(=O)CN2C(=O)NC(C)(c3ccc(C)cc3)C2=O)cc1OC (stereo not drawn) | 6% | 0% | 2 | 5 | 0% | 0% | -0.9% | -1% | -13% | 1% | -3%
CC(C)(C)c1ccc(/C=C/C(=O)N2CCc3ccccc3C2)cc1 | 18% | -13% | 1 | 8 | -2% | 6% | -0.6% | -10% | ? | -3% | 4%
COC(=O)CCn1nc(-c2ccc(Cl)cc2)c2ccccc2c1=O | -17% | -7% | 3 | -20 | -4% | -3% | -0.1% | -6% | -20% | 1% | -1%
O=C1C2C(C(=O)N1c1ccncc1)C1C=CC2C12CC2 (stereo not drawn) | -23% | 3% | 6 | -6 | 3% | -8% | 0.3% | -1% | -1% | 1% | 2%
O=C(COC(=O)C1C2CC3OC(=O)C1C3C2)Nc1ccccc1 (stereo not drawn) | 11% | 7% | -7 | 21 | 3% | -16% | -0.7% | -1% | -5% | ? | -1%
CC1CC(NC(=O)c2c(O)nc3sccn3c2=O)CC(C)(C)C1 (stereo not drawn) | 18% | . | . | ? | 0% | . | -0.5% | -3% | . | 10% | .
CCc1cc(=O)oc2cc(C)cc(OCC(=O)N[C@@H](CSCc3ccccc3)C(=O)O)c12 | 11% | 18% | 7 | 4 | 2% | 0% | 0.4% | -7% | -10% | 16% | .
Cc1ccc2nc3sc(C(=O)NCc4ccco4)c(N)c3cc2c1 | -6% | -1% | 2 | -12 | 3% | 14% | -0.6% | ? | ? | ? | -1%
O=C(CCl)Nc1ccc(N=Nc2ccccc2)cc1 | -66%[inhibitor] | -2% | -2 | 1 | 0% | -14% | 0.8% | -2% | 36%[activator] | ? | 0%
COc1cc2c(cc1NC(=O)c1cccnc1)oc1ccccc12 | -9% | 4% | -2 | -10 | -2% | 6% | 0.5% | 3% | ? | ? | 3%
COc1ccc(NC(=O)c2c(NC(=O)CCC(=O)O)sc3c2CCCCC3)cc1 | 6% | 2% | 0 | 15 | -1% | 1% | -0.1% | -1% | ? | 1% | 0%
CC1=CS(=O)(=O)CC1Sc1nc2ccccc2[nH]1 (stereo not drawn) | 1% | 3% | 1 | -9 | -2% | -3% | 0.3% | -2% | -5% | ? | 0%
CCn1c(C)nc2cc(C(=O)OC(C(F)(F)C(F)F)C(F)(F)C(F)F)ccc21 | -12% | -8% | -11 | 1 | -1% | -2% | -0.4% | -4% | 13% | ? | -5%
O=C(CCC(=O)OCC(=O)c1ccc(-c2ccccc2)cc1)Nc1cccc2cccnc12 | -19% | -3% | -12 | 7 | 4% | -2% | -0.3% | -4% | 19% | 0% | 0%
CN1CCN(C(CNC(=O)C(=O)Nc2ccc3c(c2)OCO3)c2ccc(F)cc2)CC1 (stereo not drawn) | -6% | -4% | . | 23 | -8% | . | 0.1% | -5% | . | -3% | .

Complete entries, looked up by structure.
`O=C1C2C(C(=O)N1c1ccncc1)C1C=CC2C12CC2` (stereo not drawn) across the screens: Integrin act MD: -23%; S-ASM inh: 3%; Coupling enz: 6; Giardia kill: -6; Tb PFK block: 3%; PKM2 act: -8%; B2AR arrestin: 0.3%; PTAP TSG101 blk: -1%; Menin MLL FP TR: -1%; Chronic BCR inh: 1%; GALK inhibitor: 2%
`O=C(CCc1nnc(CCCc2ccccc2)o1)NCCN1CCOC1=O` across the screens: Integrin act MD: 9%; S-ASM inh: 3%; Coupling enz: -1; Giardia kill: 1; Tb PFK block: 0%; PKM2 act: -3%; B2AR arrestin: -0.3%; PTAP TSG101 blk: 0%; Menin MLL FP TR: -15%; Chronic BCR inh: ?; GALK inhibitor: 0%

(further entries)
SMILES | Integrin act MD | S-ASM inh | Coupling enz | Giardia kill | Tb PFK block | PKM2 act | B2AR arrestin | PTAP TSG101 blk | Menin MLL FP TR | Chronic BCR inh | GALK inhibitor
CN(C(=O)COc1ccc2ccc(=O)oc2c1)C1CCS(=O)(=O)C1 (stereo not drawn) | 6% | 10% | . | 17 | 0% | . | -0.6% | -1% | . | -2% | -2%
CCOc1ccc(OCC)c(Nc2cc(C)nc3nc(C)nn23)c1 | -2% | -5% | 2 | -9 | -2% | 0% | -0.5% | -2% | 0% | -3% | .
COc1ccc([N+](=O)[O-])cc1N(CC(=O)NCCC1=CCCCC1)S(C)(=O)=O | -4% | -1% | 3 | -9 | -1% | 2% | -1.0% | -2% | -1% | 0% | 2%
COc1ccc(S(=O)(=O)N2CCCC(C(=O)NCC3CCCO3)C2)cc1Cl (stereo not drawn) | 14% | 2% | . | -1 | -1% | -1% | 0.1% | -2% | . | ? | -1%
Cc1ccc2nc(N(CCCN(C)C)C(=O)CS(=O)(=O)c3ccccc3)sc2c1 | -3% | 4% | . | 9 | -1% | . | 0.1% | -3% | . | 1% | .
Cc1ccccc1NC(=O)c1ccc(C)c(S(=O)(=O)Nc2cccnc2)c1 | 17% | . | . | -8 | -6% | -3% | -0.1% | -9% | . | -15% | -1%
O=C1C=CC(=O)N1c1ccc(O)cc1 | -57% | -2% | 4 | 19 | -11% | ? | 0.0% | -5% | . | ? | 0%
CC(C)N(C(=O)Cn1cc(S(=O)(=O)CC(=O)NC2CCCCC2)c2ccccc21)C(C)C | 5% | -1% | 5 | 0 | 0% | 2% | 0.5% | -1% | ? | 5% | -2%
C=CCn1c(=O)/c(=C2/SC(C)=C(C)N2CC)s/c1=C1/C(=O)N(CC)C(=S)N1c1ccccc1 | 12% | 2% | 0 | -5 | -4% | -11% | -0.1% | -4% | . | 24% | -2%

From PubChem
